S3 lipid droplet: qHTS Assay for Lipid Storage Modulators in Drosophila S3 Cells; Potency in µM for hits, for the others lipid storage change, negative = inhibition, % at the top dose, mostly 46.1 µM; Drosophila S3 cells, BODIPY lipid droplet fluorescence, 18-24 h; cells fed with added oleic acid; 0.64% of 320,000 active; active = well fitted inhibition curve with a large enough effect in the signal ratio, with a control signal flat, not every such curve was filed as active; inconclusive = small, poorly fitted or top-dose-only effect, or effect the other way, or a change in a side signal; the % refers to the signal ratio
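Drosophila S3 cells loaded with oleic acid (400 uM, as added) and compounds at several concentrations; lipid droplets imaged by 488-nm laser-scanning cytometry, 500–530 nm intensity and object ratio to cell channel. Percent activity normalized to 20 uM Triacsin C.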
S3 lipid droplet cell count max: also measured in S3 lipid droplet; calls as there; cell number change, %; measured here: cell count max response;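 cells counted by Cell Tracker Red CMTPX staining in the red channel; peak over a dose series mostly up to 46.1 µM; percent activity relative to internal control wells on each plate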
* marks the source's active call; other numbers are inactive results; i = inactive; u = inconclusive; x = not tested or not shown; [ ] = another dose, or the depositor's remark. % is set by controls: 0 for no effect and ±100 for the full control effect; potency is the fitted concentration of half-maximal effect. These rows are one share of the data. The share of hits here may be higher or lower than overall.

SMILES	S3 lipid droplet	S3 lipid droplet cell count max
Cc1ccc(S(=O)(=O)NCC2CCC(C(=O)NCc3ccccn3)CC2)cc1 (stereo not given)	-7%	-6
CSc1ccc(CN(C)CC(=O)Nc2ccccc2C(=O)NC2CC2)cc1	u	x
O=C(OCCCN=C1NS(=O)(=O)c2ccccc21)c1ccccc1F	u	x
Cc1cc2cccc(C)c2nc1SCC(=O)NCC1CCCO1 (stereo not given)	-5%	1
CN1CCN(NC(=O)c2ccc(F)cc2)CC1	u	x
Cc1ccc(C(=O)NN2CCOCC2)cc1[N+](=O)[O-]	16%	5
COCCN(Cc1cc2c(C)cc(C)cc2nc1Cl)C(=O)c1ccccc1F	u	x
Cn1c(SCc2cccc(Br)c2)nc2c1c(=O)[nH]c(=O)n2C	u	x
O=C(Nc1ccon1)c1ccc(Br)s1	u	x
O=C(NCCN1CCN(c2ccccc2)CC1)c1cccc(Cl)c1	-17%	x
COc1ccc(CCNC(=O)CCCN2C(=O)c3ccccc3C2=O)cc1	u	x
COc1ccc(C(=O)CSc2nc(C)cc(C)n2)cc1C	u	x
CC(C)(C)OC(=O)NCc1ccc(CNC(=O)c2[nH]cnc2C(=O)NCC(=O)OCc2ccccc2)cc1	u	x
Cc1csc(Nc2nc(N)c(C(=O)Nc3cc(Cl)ccc3F)o2)n1	u	x
CC(C)(C)c1ccc(-n2ncc3c2CCCC3NC(=O)C2(C(N)=O)CC2)cc1 (stereo not given)	u	x
CCC(=O)Nc1nnc(SCC(=O)Nc2cccc(Cl)c2)s1	21%	13
CCN(CC)CCN(Cc1cc2cc(C)c(C)cc2[nH]c1=O)C(=S)NCc1ccco1	-8%	13
CCOc1ccc(N/C(C)=C/C(=O)c2ccc3c(c2)OCCO3)cc1	6%	9
O=C(c1cnn(C(=O)COc2ccccc2F)c1)c1cc(F)ccc1O	i	-6
O=C(Cc1ccccc1F)Nc1cc(S(=O)(=O)N2CCOCC2)ccc1N1CCOCC1	u	x
CC(/C(O)=C(\C#N)c1nc2ccccc2n1C)N1C(=O)c2ccccc2C1=O (stereo not given)	17%	1
CCCCOC(=O)Nc1nc(C)c(C(=O)OCC)s1	u	x
CCOc1ccc(NC(=O)c2ccc(NC(=S)NC3CC3)cc2)cc1	u	x
O=C(/C(=N\O)n1cncn1)c1ccc(Br)cc1Br	32%	x

A portion taken from the entries so far, for reference:
SMILES	S3 lipid droplet	S3 lipid droplet cell count max
O=C(c1cnn(C(=O)COc2ccccc2F)c1)c1cc(F)ccc1O	i	-6
O=C(Cc1ccccc1F)Nc1cc(S(=O)(=O)N2CCOCC2)ccc1N1CCOCC1	u	x
CC(/C(O)=C(\C#N)c1nc2ccccc2n1C)N1C(=O)c2ccccc2C1=O (stereo not given)	17%	1
CCCCOC(=O)Nc1nc(C)c(C(=O)OCC)s1	u	x
CCOc1ccc(NC(=O)c2ccc(NC(=S)NC3CC3)cc2)cc1	u	x
O=C(/C(=N\O)n1cncn1)c1ccc(Br)cc1Br	32%	x

Continued.
SMILES	S3 lipid droplet	S3 lipid droplet cell count max
COc1ccccc1CNC(=O)CN(C)S(=O)(=O)c1ccc(F)cc1	u	x
CCOC(=O)c1nnn(CC(=O)Nc2ccccc2OC)c1C(=O)OCC	u	x
Cc1ccc(C)n1CCN1CCN(C(=O)c2ccco2)CC1	u	x
CCCCCN(C(=O)CCC(=O)OCC(=O)N(CC#N)c1ccccc1)c1c(N)n(CCCC)c(=O)[nH]c1=O	u	x
O=C1CCN(Cc2ccccc2)N1	i	x
CN(C(=O)CNC(=O)c1ccc(Br)o1)C1CCCCC1	u	x
COc1ccc(NC(=O)C2CCN(S(=O)(=O)c3c(C)noc3C)CC2)cc1Cl	i	x
CCOC(=O)c1nnsc1-c1ccc(-c2snnc2C(=O)OCC)cc1	u	x
Cn1c(=O)n(C)c2cc(/C=N/N=C3/NC(=O)C(CC(=O)O)S3)ccc21 (stereo not given)	-12%	4
CCCc1nc2ccccc2c(=O)n1-c1c(C)n(C)n(-c2ccccc2)c1=O	u	x
CS(=O)(=O)n1nc(OC(=O)c2cc(Br)ccc2Cl)cc1N	u	x
COc1cc(OC)cc(C(=O)Nc2ccc(Cn3ccnc3)cc2)c1	14%	13

Sorted by number of heavy atoms (ascending): part of the list above.
SMILES	S3 lipid droplet	S3 lipid droplet cell count max
O=C1CCN(Cc2ccccc2)N1	i	x
CN(C(=O)CNC(=O)c1ccc(Br)o1)C1CCCCC1	u	x
CS(=O)(=O)n1nc(OC(=O)c2cc(Br)ccc2Cl)cc1N	u	x
COc1ccc(NC(=O)C2CCN(S(=O)(=O)c3c(C)noc3C)CC2)cc1Cl	i	x
CCCCCN(C(=O)CCC(=O)OCC(=O)N(CC#N)c1ccccc1)c1c(N)n(CCCC)c(=O)[nH]c1=O	u	x

Next part:
SMILES	S3 lipid droplet	S3 lipid droplet cell count max
COC(=O)C1=C(C(=O)OC)C2C(C)=CC(C)=CN2C(C(=O)OC)=C1C(=O)OC (stereo not given)	u	x
CCC(C(=O)NC1CCCCC1)n1c(SCc2ccccc2F)nc2ccncc21 (stereo not given)	u	x
Cc1cc(C)cc(-n2c3nc4ccccc4nc3c3c(=O)n(Cc4ccco4)cnc32)c1	u	x
CCn1cc(/C=N/NC(=O)c2ccc3c(c2)OCO3)c(C)n1	u	x
Cc1cc(Cl)ccc1OCC(=O)OCC(=O)N1CCC(C(N)=O)CC1	u	x
CCSc1nnc(NC(=O)c2cccc(OCc3c(C)noc3C)c2)s1	u	x
COC(=O)N/N=C(\C)c1ccc(OC(F)F)cc1	6%	25
Cc1cc(S(=O)(=O)Nc2cccnc2)c(C)s1	5%	-15
Cc1c(NC(=S)NC(=O)c2ccco2)cccc1-c1nc2ncccc2o1	u	x
CCCCNC(=O)CCCN1C(=O)c2cccnc2Sc2ccccc21	u	x
COc1cc(/C=N/NC(=O)c2ccc(C)nc2)cc([N+](=O)[O-])c1O	u	x
Cc1oc(-c2ccccc2F)nc1CS(=O)(=O)CC(=O)NCCCc1ccccc1	u	x
COc1cccc(C2C(C(=O)NCc3ccccc3)=C(C)Nc3ncnn32)c1 (stereo not given)	29%	0
COc1ccc(S(=O)(=O)NC2CC(C)(C)NC(C)(C)C2)c(C)c1C	14%	-3
CCCc1nc(NCCCOCC)c2nnn(Cc3ccccc3)c2n1	u	x
COc1ccccc1-n1c(SCC(=O)O)nc2sc3c(c2c1=O)CCC3	-5%	24
CC(C)c1ccc(/C=C/C(=O)NC(=S)Nc2ccc(CN3CCOCC3)cc2)cc1	u	x
CN1CCN(S(=O)(=O)c2ccc(NC(=O)COc3ccccc3Cl)cc2)CC1	u	x
CCOc1ccc(N(CC(=O)NCc2ccccc2Cl)S(=O)(=O)c2c(C)[nH]c(=O)[nH]c2=O)cc1	u	x
CCOC(=O)c1c(C)noc1-c1ccc(Br)o1	u	x
CC(=O)N1CCN(c2cccc(C)c2C)CC1	u	x
O=C(NCC1CCCO1)c1cccc(NS(=O)(=O)c2ccc(Br)cc2)c1 (stereo not given)	i[0.0737 µM]	9
CSc1cc(-c2ccccc2)n(Cc2ccccc2Cl)c(=O)c1C#N	u	x
Oc1ccc(-c2cccc(-c3ccc(O)cc3)c2)cc1	u	x
CC(=O)c1ccc(NC(=O)c2ccc(NC(=O)c3ccco3)cc2)cc1	u	x
Cc1ccc(C)c(C(=O)CN2C(=O)NC3(CCC(C)CC3)C2=O)c1 (stereo not given)	-8%	-7
Cc1ccc(C(=O)NNC(=O)CCn2nnc3ccccc32)cc1	-8%	-5
COC(=O)C1=CN(C)C=C(C(=O)OC)C1c1ccccc1Cl	u	x
Cc1ccc(S(=O)(=O)N(C)c2ccc(OCC(=O)OCC(=O)N(CC#N)c3ccccc3)cc2)cc1	u	x
CCN(Cc1ccccc1)C(=O)Cn1c(=O)n(-c2ccc(OC)cc2OC)c(=O)c2c(C)c(C)sc21	-7%	-1
Cc1ccsc1C(=O)NNC(=O)Nc1ccc(Cl)c(Cl)c1	20%	2
COc1ccc(OC)c(C2=Nn3c(nnc3-c3cc(C)[nH]n3)SC2)c1	-7%	14
O=C(COc1ccc(S(=O)(=O)N2CCCCC2)cc1)NCc1ccccn1	3%	-8
CCOC(=O)Nc1ccc2c(COC(=O)CNS(=O)(=O)c3cccc(Br)c3)cc(=O)oc2c1	u	x
CCCN(C(=O)COc1ccc(Cl)cc1Cl)c1c(N)n(Cc2ccccc2)c(=O)[nH]c1=O	u	x
NC(=O)CS(=O)(=O)c1nc2ccccc2n1Cc1ccccn1	3%	11
Cc1oc(-c2ccccc2F)nc1CS(=O)CC(=O)NCc1cccs1 (stereo not given)	u	x
O=C1CC(c2ccccc2)CC(O)=C1C=NCc1ccccc1Cl (stereo not given)	-1%	19
CN(C)c1ccnc(SCc2ccccc2Cl)c1C#N	11%	-17
O=C(NC(=S)NCc1ccc2c(c1)OCO2)c1ccccc1	u	x
NS(=O)(=O)c1ccc(CCNC(=O)c2cc(=O)[nH]c3ccccc23)cc1	u	x
O=C(C1CCCO1)N1CCN(C(=S)Nc2ccccc2F)CC1 (stereo not given)	u	x
COc1ccccc1N1CCN(/N=C/c2ccc(OC)c(OC)c2OC)CC1	-11%	7
COc1ccc(N=C2SCC(=O)N2CCc2ccc(OC)c(OC)c2)cc1	6%	7
COc1cccc(CCNC(=O)C2CCC(=O)N(C3CC3)C2)c1OC (stereo not given)	u	x
CC(C)Nc1nc(NC(C)C)nc(NS(=O)(=O)c2ccc(N)cc2)n1	3%	-1
Cc1ccc(S(=O)(=O)N2CC(=O)Nc3ccccc32)c(C)c1NS(C)(=O)=O	-2%	-9
CC(C)(C)n1nnnc1C(c1cccs1)N1CCN(Cc2ccc3c(c2)OCO3)CC1 (stereo not given)	i	x
Cc1onc(-c2c(F)cccc2Cl)c1C(=O)NCc1cccs1	-1%	-16
Cc1cc2occ(CC(=O)N(C)CC(=O)Nc3ccccc3C(F)(F)F)c2cc1C	10%	13
O=C1CCCC(O)=C1N=Nc1ccc(Cl)c(Cl)c1	u	x
O=C(CC1C(=O)NCCN1Cc1cccc(F)c1)NCCCCCN1CCOCC1 (stereo not given)	0%	-6
CCOc1cccc(CNCc2cccnc2)c1OCc1ccccc1	26%	15
CCC1(CC)NC(=O)N(CC(=O)OCc2nc3cc(C(=O)OC)ccc3c(=O)[nH]2)C1=O	u	x
O=C(COc1ccccc1C(=O)NCc1ccncc1)Nc1ccc(Br)cc1	u	x
[O-]/C(=C(\C(=S)Nc1cccc2ccccc12)[n+]1ccccc1)c1ccc(Cl)s1	u	x
CCOC(=O)C1(CCCc2ccccc2)CCN(C(=O)CCOC)CC1	6%	3
Cc1nc2ccc3nc(NC(=O)c4ccc5c(c4)OCCO5)sc3c2s1	u	x
CC1CCCCC1NC(=O)/C(C#N)=C/c1ccc2c(c1)OCCO2 (stereo not given)	u	x
NC(=O)CC(NC(=O)Cc1cccc2ccccc12)c1ccc(N2CCC(N3CCCC3)CC2)c([N+](=O)[O-])c1 (stereo not given)	u	x

One compound at a time, from the list above. Order of screens: S3 lipid droplet, S3 lipid droplet cell count max
Record of CCOc1cccc(CNCc2cccnc2)c1OCc1ccccc1 → 26%, 15
Record of CC1CCCCC1NC(=O)/C(C#N)=C/c1ccc2c(c1)OCCO2 (stereo not given) → u, x
Record of Cc1cc2occ(CC(=O)N(C)CC(=O)Nc3ccccc3C(F)(F)F)c2cc1C → 10%, 13
Record of O=C(COc1ccccc1C(=O)NCc1ccncc1)Nc1ccc(Br)cc1 → u, x
Record of O=C1CCCC(O)=C1N=Nc1ccc(Cl)c(Cl)c1 → u, x

The listing continues:
SMILES	S3 lipid droplet	S3 lipid droplet cell count max
Cc1cccc(SCC(=O)Nc2ccc3c(c2)OCCO3)c1	u	x
CN(Cc1ccccc1)C1CCN(Cc2ccccc2[N+](=O)[O-])CC1	u	x
CC(C)c1ccc2c(c1)c(SC(C)(C)C)c(CC(C)(C)C(=O)O)n2Cc1ccc(Cl)cc1	u	x
O=C(NC(=S)NC1CCS(=O)(=O)C1)c1cccs1 (stereo not given)	u	x
c1cn(CC2(Cn3ccnc3)COC2)cn1	-10%	9
CSc1ccc(S(=O)(=O)N(C)Cc2ccccc2)cc1	19%	-1
COc1cccc(OC)c1C(=O)NNC(=O)c1cccnc1	-5%	8
Cc1ccc2nc(Nc3ccccc3)c(/C=N/O)c(=O)n2c1	-11%	-11
O=C(O)c1ccc(CSc2nnc(-c3ccco3)o2)cc1	1.8µM*	x

Assay outcomes deposited in PubChem by National Center for Advancing Translational Sciences (NCATS).
